SR-BI DiI-HDL act: activators of SR-BI mediated HDL lipid uptake; CHO ldlA[mSR-BI] cells, DiI-HDL uptake fluorescence, 3 h; 100 = double the neutral-control signal; activation, % at 12.5 µM; 320,000 tested, 0.096% active; AID 504775;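 active means mean replicate activation of at least 60% and every replicate at or above 60%; inconclusive means mean or all-replicate condition met, but not both; inactive means mean below 60% and not all replicates reaching 60%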;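 further: 0% = median plate neutral-control signal and 100% = twice that signal; values of inactives mirror those of a sister screen read the other way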
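Test system: SR-BI-overexpressing, LDLR-lacking CHO cells; Medium: Ham's F12 with 0.5% BSA, HEPES 25 mM, pH 7.4; Schedule: 3 h, 37 °C; Technique: bottom-read fluorescence, 550/595 nm.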
phage Ecoli inh: E. coli growth loss with phage present; 360,000 tested, 0.26% active; AID 651602; inhibition, % at 11.9 µM; growth absorbance; in the data active means inhibition above about 11%
Tat transport: inhibitors of E. coli Tat protein transport; E. coli MC4100 TorA-mCherry Tat export, fluorescence; inhibition, % at 10 µM; 340,000 tested, 0.036% active; AID 488895;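 active means mean replicate inhibition at least 50% and at least half of replicates individually reaching 50%; inconclusive means only one of the two criteria met; inactive means neither criterion met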;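 further: exported cargo escapes ClpAP degradation while cytoplasmic cargo is degraded and loses fluorescence; 0% = median of neutral control wells and 100% = median of NaSCN control wells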
CAL PDZ FP-1: blocks peptide binding to human CAL PDZ domain; Q9HD26; purified CAL PDZ, TMR-peptide fluorescence polarization, 1 h; inhibition, % at 20 µM; 330,000 tested, 0.02% active; AID 504414;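 active means highest replicate inhibition of at least 40%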;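 further: plate controls were DMSO neutral control wells for no effect and unlabeled competitor peptide control wells for full effect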
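Material: tagged CAL PDZ protein CerCALP, purified; buffer or medium: sodium phosphate/NaCl buffer pH 7.4 with TCEP, IgG, Thesit; also added: fluorescent TMR peptide probe; schedule: 1 h incubation at room temperature before polarization reading; technique: fluorescence polarization from S- and P-plane intensities, G-factor corrected; control set: unlabelled peptide and DMSO controls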
CAL PDZ FP-2: CAL PDZ (human) peptide binding inhibition; inhibition, % at 24.9 µM; AID 602252; purified CAL PDZ, TMR-peptide fluorescence polarization, 1 h; 300,000 tested, 0.92% active; Q9HD26;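 active means mean inhibition of at least 30% with at least half of replicates also reaching 30%; inconclusive means no clear call, values can overlap the other calls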;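 further: 0% = DMSO neutral control and 100% = excess unlabeled competitor peptide PRC23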
Ecoli viability: bacterial growth inhibition, counter-screen for AddAB inhibitors. E. coli V3065 growth, OD600 absorbance, 18 h. inhibition, % at 11.9 µM. 330,000 tested, 0.27% active. AID 449728;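 active means inhibition above the campaign's mean inhibition across all tested compounds plus 3 SD, cut at about 9.9% in these data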;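 further: uninfected addAB+ strain grown without phage in ampicillin broth; 0% = DMSO wells and 100% = ciprofloxacin 0.95 µg/ml wells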
AddAB inh: less growth of phage-infected E. coli with AddAB | E. coli expressing H. pylori AddAB, absorbance growth | 330,000 tested, 0.29% active | inhibition, % at 11.9 µM; in the data active means inhibition above about 12%;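 further: 0% = vehicle wells of infected cells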
Wnt act: activates Wnt/beta-catenin signaling in a reporter cell assay; 300,000 tested, 1.2% active; AID 743398; activation, % at 9.35 µM; activator, plate reader; in the data active means activation above about 30%, passing the limit was not always enough; inconclusive means no clear call, values can overlap the other calls;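 further: 0% = neutral control wells and 100% = positive control wells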
MITF act: activators of MITF-driven TRPM1 promoter activity in SK-MEL-5 cells; SK-MEL-5 TRPM1-promoter luciferase, 24 h; % of positive control, neutral wells = 0; activation, % at 12.5 µM; 300,000 tested, 0.75% active; AID 588334;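 active means mean activation of at least 80% with every replicate also reaching 80%; inconclusive means mean reaches 80% but some replicate falls short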;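 further: 0% = neutral control wells and 100% = parthenolide positive control wells; values of inactives mirror those of a sister screen read the other way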
SR-BI DiI inh: inhibitors of mouse SR-BI mediated HDL lipid uptake | Q61009 | ldlA[mSR-BI] CHO cells, DiI-HDL uptake fluorescence, 3 h | inhibition, % at 12.5 µM | 320,000 tested, 0.96% active;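 active means mean replicate inhibition of at least 70% and a set share of replicates each scoring 70 or more; inconclusive means meets just one of the two criteria; inactive means fails both criteria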;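 further: 0% = median of neutral control wells and 100% = median of positive control wells; values of inactives mirror those of a sister screen read the other way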
Target sequence (Q61009 whole entry, looked up): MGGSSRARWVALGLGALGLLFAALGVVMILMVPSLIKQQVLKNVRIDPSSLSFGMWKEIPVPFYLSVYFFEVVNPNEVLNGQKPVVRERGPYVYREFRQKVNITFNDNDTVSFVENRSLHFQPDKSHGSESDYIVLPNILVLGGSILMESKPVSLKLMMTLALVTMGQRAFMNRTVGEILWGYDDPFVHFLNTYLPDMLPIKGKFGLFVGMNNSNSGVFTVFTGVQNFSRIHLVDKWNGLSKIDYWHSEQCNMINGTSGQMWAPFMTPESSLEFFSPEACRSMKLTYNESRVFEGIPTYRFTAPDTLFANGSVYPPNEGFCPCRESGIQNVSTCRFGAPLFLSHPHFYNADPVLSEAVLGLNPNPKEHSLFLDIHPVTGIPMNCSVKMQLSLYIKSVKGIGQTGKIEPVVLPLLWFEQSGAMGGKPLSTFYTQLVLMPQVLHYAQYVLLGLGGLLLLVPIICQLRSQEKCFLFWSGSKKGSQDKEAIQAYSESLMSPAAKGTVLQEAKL
Numbers without * were called inactive; u = inconclusive; x = not tested or not shown. This is a random part of the collection, and some 3.6% of all compounds hit somewhere here.

SMILES	SR-BI DiI-HDL act	phage Ecoli inh	Tat transport	CAL PDZ FP-1	CAL PDZ FP-2	Ecoli viability	AddAB inh	Wnt act	MITF act	SR-BI DiI inh
Cc1ccc(OCC(O)CN2C(=O)NC(C)(C)C2=O)cc1 (centres undefined)	13	-1.3	-8	-2.3	x	3.0	3.4	x	-4	-13
COc1ccc(Nc2cc(C)nc3ccc(OC)cc23)cc1	-12	1.4	2	-0.9	-3	0.9	3.4	-2	x	12
O=C(CSc1nc(-c2ccco2)cc(C(F)(F)F)n1)Nc1ccccc1C(F)(F)F	-30	2.0	-3	-1.1	-1	-1.6	0.5	1	0	30
CC1CCCC2(C1)NC(=S)N(c1ccccc1)N2 (centres undefined)	45	-0.2	7	0.0	-6	1.0	1.1	8	-4	-45
CCn1c(=O)cc(SCC(=O)N2CCN(C(=O)c3ccco3)CC2)c2ccccc21	-25	3.1	3	-1.2	-3	-0.8	1.2	x	-14	25
Cc1ccc(Cn2ccc(NC(=O)c3cc(-c4ccc(Cl)cc4)on3)n2)cc1	6	3.9	1	-1.6	-3	-1.2	0.9	x	3	-6
CC(=O)N1CCN(c2ccc(NC(=O)c3ccc(OCc4ccccc4)cc3)cc2)CC1	-17	5.7	3	-0.3	2	-0.6	0.2	-1	6	17
Cc1c(NC(=O)/C=C/c2cccs2)c(=O)n(-c2ccccc2)n1C	16	2.9	-2	-0.3	x	-0.5	-0.7	x	6	-16
O=C(COC(=O)CSc1ccc(Cl)cc1)NCCc1ccccc1	23	4.3	2	-2.3	-2	x	x	-4	1	-23
Cc1cc2cc(CCNC(=O)C(=O)c3c[nH]c4ccccc34)c(=O)[nH]c2cc1C	-7	5.0	-1	-1.5	-2	2.5	0.8	-7	-14	7
O=C(COC(=O)c1cn(-c2ccccc2)nc1-c1ccccc1)c1cccc([N+](=O)[O-])c1	-24	0.2	-6	0.4	-2	-0.8	0.3	-7	14	24
COc1ccc(C(=O)NC2CCCc3ccccc32)c(OC)c1OC (centres undefined)	x	2.6	-2	-2.0	-3	1.3	3.7	-2	x	x
O=C1NCCCCC1NS(=O)(=O)c1cccc2ccccc12 (centres undefined)	8	-0.9	7	-0.9	-2	2.8	1.7	-1	10	-8
Cc1c(/C=N/NC(=O)C(C)(C)Oc2ccc(Cl)cc2)cnn1C	13	2.4	-3	-1.1	0	-1.7	0.3	x	0	-13
COc1ccc(CC(=O)OCC(=O)Nc2cccnc2Cl)cc1OC	15	1.8	-8	-0.2	-4	0.2	0.3	6	18	-15
COc1ccccc1-c1coc2c(CN3CCN(C)CC3)c(O)ccc2c1=O	34	1.5	-11	-1.2	-8	0.0	-0.1	-2	-20	-34
COC(=O)c1ccc(S(=O)(=O)c2ccc(Cl)cc2)c(N)c1	-2	0.7	5	-4.6	-1	0.0	1.6	-3	-8	2
Cc1ccccc1NC(=O)N1CCC(C(=O)c2ccc(F)cc2)CC1	-64	-0.5	-7	6.2	0	1.5	-1.7	-1	6	64
O=C(Nc1ncccc1O)c1ccc2c(c1)OCO2	27	5.7	0	-1.1	-1	-0.3	1.5	54*	43	-27
Cc1ccc(S(=O)(=O)N(C)CCCC(=O)n2nc(C)cc2C)cc1	0	2.7	4	-3.1	-1	0.8	0.9	1	-3	0
Cc1ccc([C@@H]2[C@@H]3C(=O)N(c4ccccc4)C(=O)[C@@H]3[C@]3(C)C(=O)N(Cc4ccccn4)CC(=O)N23)o1	8	1.8	1	0.3	-4	1.9	2.9	-3	9	-8
COCCNC(=O)C(c1ccco1)N(C(=O)Cn1nnc2ccccc21)c1cc(C)ccc1C (centres undefined)	9	2.3	-4	-1.5	-2	-0.5	0.2	x	-1	-9
COC(=O)c1ccccc1S(=O)(=O)NC(=O)c1ccccc1	x	1.7	-2	-5.6	24	-1.3	2.0	-2	-7	x
O=C(Nc1ccc(Cl)c(S(=O)(=O)N2CCOCC2)c1)c1ccc(Cl)nc1	-44	-1.0	8	-4.0	-24	x	x	-3	-41	44
O=C(NCc1ccco1)c1sc2cc(Cl)ccc2c1Cl	2	-0.1	1	-2.6	-3	-0.8	1.6	16	46	-2
Going on with the list:
SMILES	SR-BI DiI-HDL act	phage Ecoli inh	Tat transport	CAL PDZ FP-1	CAL PDZ FP-2	Ecoli viability	AddAB inh	Wnt act	MITF act	SR-BI DiI inh
CN1CCN(C(=O)C2=C[C@@H](c3coc4ccccc4c3=O)C[C@@H](OCCCCO)O2)CC1	45	0.9	2	0.5	-3	-1.7	2.1	0	18	-45
CC(C)CC(=O)c1c[nH]c(C(=O)NCCc2ccccn2)c1	3	2.1	1	-0.1	-6	0.8	4.5	3	11	-3
COC(=O)c1ccc(C(=O)NC2CCCN(Cc3ccc(Cl)cc3)C2)nc1 (centres undefined)	-6	1.5	0	0.2	-2	-2.0	0.7	-2	x	6
O=C(c1ccc2n[nH]nc2c1)N1CCN(c2ccc(C(F)(F)F)cn2)CC1	-9	2.8	-4	-1.6	-6	1.4	0.1	0	1	9
O=C(CSc1ccccc1)NC1CCCCCC1	11	2.9	1	-0.2	x	-1.1	1.8	u	67	-11
O=C(CCNc1cccc(Cl)c1)c1cccs1	-7	1.0	-10	x	-3	2.1	1.6	13	10	7
CC1CC(CN)CC(CO)C1 (centres undefined)	12	0.6	4	-1.6	-5	-0.7	-1.0	3	-7	-12
COc1ccc(CN(C)CC(=O)Nc2ccc(Cl)cc2F)c(OC)c1	x	-0.1	x	x	x	-1.5	-2.2	-3	x	x
C1CCCC(N2CCNCC2)CC1	34	-0.7	4	-0.4	-1	0.9	0.8	-3	-6	-34
COc1ccc(NC(=O)COC(=O)c2ccc(N3CCCC3=O)cc2)cc1	45	-0.5	6	-1.3	-5	0.3	0.3	-4	4	-45
CCOc1ccccc1NC(=O)NC1CC2CCCC(C1)N2Cc1nnnn1CCc1ccccc1 (centres undefined)	-39	0.9	2	-1.2	-4	-0.1	2.4	-3	x	39
COc1cccc(-c2c(NC(=O)c3ccco3)n(-c3ccc(C)cc3)nc(C)c2=O)c1	39	2.1	0	-1.0	x	1.8	0.3	x	-10	-39
CCCCP(=O)(CCCC)c1ccccc1C(=O)O	22	-0.5	-6	-1.0	-3	-4.7	0.5	-3	x	-22
COc1cc(/C=N/NC(=O)c2cccnc2)ccc1OC(=O)c1cccc(Br)c1	-27	x	1	-0.7	9	-1.3	-1.0	x	4	27
C=CCn1c(SCC(=O)/C(C#N)=C(\C)N)nc2sc(C)c(C)c2c1=O	10	2.2	12	-1.8	-1	-0.2	1.9	x	2	-10
CCOc1cccc2c1OC1(C)CC2NC(=O)N1c1cccc(C(=O)N2CCN(c3ccccn3)CC2)c1 (centres undefined)	11	-1.8	2	-1.4	2	0.2	1.4	1	5	-11
Cc1noc(C)c1NC(=O)Nc1cccc2c1O[C@H](CN(C)S(=O)(=O)c1c(C)noc1C)[C@@H](C)CN([C@H](C)CO)C2=O	26	0.3	-1	-0.4	-1	-0.9	3.7	-1	0	-26
CCC1CCC(C(=O)NC(C(=O)Nc2ccc3c(c2)OCCO3)C(C)C)CC1 (centres undefined)	8	1.9	-1	-2.0	0	-1.5	1.0	6	x	-8
CC1=C(C(=O)Nc2ccccn2)C(c2ccc(Cl)cc2)NC(=S)N1 (centres undefined)	-5	4.6	-3	-2.7	1	-3.3	-1.1	2	38	5
Cc1ccc(S(=O)(=O)N2CCC(C(=O)NNC(=O)c3cccnc3)CC2)cc1	4	2.9	-11	-2.5	-3	0.1	0.7	0	-2	-4
CCc1c(C)nc(Nc2nc(C)c3ccc(OC)cc3n2)[nH]c1=O	-8	1.4	-10	-7.1	9	-0.2	0.6	6	53	8
Cc1c(N=c2scc(-c3ccccc3)n2CCO)c(=O)n(-c2ccccc2)n1C	19	4.6	-3	-0.2	x	1.8	5.6	-4	-3	-19
Cn1cc(CNC(=O)COc2ccc(Cl)cc2Cl)cn1	-22	-0.5	-6	-0.8	4	0.3	3.4	-6	x	22
COC(=O)C1=CO[C@@H](O[C@@H]2O[C@H](CO)[C@@H](O)[C@H](O)[C@H]2O)C2C(CO)=CCC12 (some centres undefined)	4	2.5	21	-0.7	-1	2.4	3.8	1	1	-4
C/C=C/c1ccc(OCCCNC)c(OC)c1	7	1.9	1	-0.7	-1	0.1	-0.3	x	x	-7
Continued.
SMILES	SR-BI DiI-HDL act	phage Ecoli inh	Tat transport	CAL PDZ FP-1	CAL PDZ FP-2	Ecoli viability	AddAB inh	Wnt act	MITF act	SR-BI DiI inh
COc1cc([N+](=O)[O-])cc(/C=C2/SC(=S)N(Cc3ccccc3)C2=O)c1O	-4	1.7	-9	-10	x	-4.5	0.3	2	-9	4
Cc1ccccc1Nc1nc(NCc2ccco2)c2ccccc2n1	-13	-1.3	-10	1.6	-6	6.7	2.7	4	21	13
CCCCC1=CC2=CC(=O)C(C)(OC(=O)CC)C(=O)C2=CN1C(CO)CO (centres undefined)	30	3.0	-15	0.6	-2	-1.9	1.5	-1	5	-30
CCOC(=O)[C@@H]1[C@H]2COc3cc(OC)ccc3[C@@H]2N2C(=O)N(c3ccc(Br)cc3)C(=O)[C@@]12C	8	-1.3	3	-1.6	-5	-1.9	3.6	-7	1	-8
Cc1nn(-c2ccccc2)nc1C(=O)Oc1cc(C(F)(F)F)nn1-c1ccccc1	1	0.3	-1	0.9	-4	-1.5	0.3	14	2	-1
Cc1cc(C)cc(NC(=O)COC(=O)CC2CCCC2)c1	11	0.2	-11	0.0	x	-1.2	1.7	-1	1	-11
COc1ccccc1Nc1nc(N)nc(CSC(=S)N2CCN(c3ccccc3)CC2)n1	-44	1.1	-7	-2.0	-1	1.1	-0.3	1	2	44
O=C(O)CCCNc1cc(N2CCN(C(=O)c3ccco3)CC2)c2noc3c2c1C(=O)c1ccccc1-3	-3	-0.8	3	1.0	-11	-8.8	-0.9	-1	-1	3
CCc1ccc(CN(C)C(=O)c2cc(COc3cc(C)c(Cl)c(C)c3)on2)nc1	12	-2.8	33	-1.6	8	-1.6	1.0	1	2	-12
Cc1c(C(=O)N2CCC2)oc2c(F)cccc12	-5	0.5	4	-1.6	-8	-2.5	-1.6	0	-3	5
CC(C)NC1(C(N)=O)CCN(Cc2ccccc2)CC1	14	2.7	-2	0.4	-2	x	x	-4	9	-14
O=C(O)C/C(=C\c1cc2c(cc1Br)OCO2)c1nc2ccccc2s1	8	2.5	-4	-2.4	-12	0.8	2.2	-2	3	-8
COC(=O)c1cccc(N(CC(=O)NCC2CCCO2)C(=O)CCC(=O)Nc2cc(C)on2)c1 (centres undefined)	3	1.5	-2	-1.3	-6	0.9	2.9	-1	3	-3
